# Vif inh = HIV Vif inhibition; inhibition, % at 7.49 µM; HEK293T cells, Vif self-association by quenched fluorescence, imaging, 24 h; 0.35% of 340,000 active; in the data active = inhibition above about 50%, passing the limit was not always enough; also: some results filed as inactive read as strong as hits
# CaV13 FRET inh = Disruptors of the CACNA1D IQ motif to Ca2+-dependent inactivation inhibitor domain association, primary screening, Förster resonance energy transfer in intact living … | HEK cells, CFP/YFP FRET ICDI-IQ, plate reader, 10 min; percent FRET-ratio fall versus neutral wells | inhibition, % at 12.3 µM | 0.098% of 340,000 active;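 active = mean replicate inhibition of at least 30% and at least 1% of replicates passing that level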;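 also: 0% = median of the neutral control wells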
# H9c2 protect = myocardial damage modulation in H9c2 cells; H9c2 cardiomyocytes, H2O2 injury protection, ATPLite, 2 h; protection from H2O2 cell death, % at 20 µM; 0.63% of 360,000 active;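 active = compounds giving at least 50% protection of heart cells from peroxide-induced death in the single-dose screen, raw or plate-pattern-corrected value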;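 also: 0% = DMSO wells with peroxide and 100% = DMSO wells without peroxide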
# N-glyco inh = blocks N-linked glycosylation in D54 reporter cells. reporter increase, % at 12.5 µM. 0.23% of 360,000 active. D54 ERlucT glycosylation luciferase reporter, 24 h; percent of 100 nM tunicamycin response;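 active = mean luciferase reporter signal, scaled so untreated is 0 and the glycosylation-blocking control 100, at or above a set limit in every replicate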;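 also: luciferase carries N-glycosylation sites so blocking glycosylation raises the light; 0% = median of neutral control wells and 100% = median of 100 nM tunicamycin wells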
# aDG glyco act = increases alpha dystroglycan glycosylation. Pro5-aDG cells, alpha-DG glycosylation AlphaScreen (IIH6); 0% Pro5, 100% B10-LARGE cell signal. activation, % at 10 µM. 0.22% of 360,000 active. AID 624168;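 active = activation of at least 8% versus controls, or a plate z-score of at least 8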;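 also: Pro5 are CHO cells carrying HIG-tagged alpha-DG that lacks glycosylation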
# MC4R barr agon = activates human MC4R beta-arrestin recruitment; P32245; U2OS MC4R beta-arrestin complementation, luminescence; percent of melanotan II response, DMSO zero; activation, % at 8.9 µM; 0.98% of 360,000 active;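 active = activation above a per-plate cutoff, the mean activation of sample wells on that plate plus 3 SD, cut at about 8% in these data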
# ABCB6 inh MLPCN = inhibitors of human ABC transporter ABCB6 | Q9NP58 | AID 602162 | fluorescence ratio to DMSO, % at 10 µM | 0.19% of 360,000 active | K562-ABCB6 porphyrin accumulation, flow cytometry, 1 h; stronger effect = lower value;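 active = fluorescence ratio to DMSO below 75%, the collection mean minus 3 SD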;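 also: signal is porphyrin accumulated inside mitochondria; 100% equals median channel fluorescence of DMSO control wells; lower ratio means ABCB6 inhibition with less porphyrin fluorescence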
# m5-HT2A agonist = agonists of mouse serotonin 5-HT2A receptor (HTR2A) | P35363 | CHO-K1 mHTR2A beta-arrestin complementation, luminescence; percent of 30 µM serotonin response | 0.66% of 360,000 active | activation, % at 7.6 µM;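 active = activation above a run cutoff, the mean activation of all tested compounds plus 3 SD, cut at about 14% in these data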;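 also: 0% = plate median of compound wells and 100% = 30 µM serotonin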
# Target sequence (P35363 whole entry, looked up): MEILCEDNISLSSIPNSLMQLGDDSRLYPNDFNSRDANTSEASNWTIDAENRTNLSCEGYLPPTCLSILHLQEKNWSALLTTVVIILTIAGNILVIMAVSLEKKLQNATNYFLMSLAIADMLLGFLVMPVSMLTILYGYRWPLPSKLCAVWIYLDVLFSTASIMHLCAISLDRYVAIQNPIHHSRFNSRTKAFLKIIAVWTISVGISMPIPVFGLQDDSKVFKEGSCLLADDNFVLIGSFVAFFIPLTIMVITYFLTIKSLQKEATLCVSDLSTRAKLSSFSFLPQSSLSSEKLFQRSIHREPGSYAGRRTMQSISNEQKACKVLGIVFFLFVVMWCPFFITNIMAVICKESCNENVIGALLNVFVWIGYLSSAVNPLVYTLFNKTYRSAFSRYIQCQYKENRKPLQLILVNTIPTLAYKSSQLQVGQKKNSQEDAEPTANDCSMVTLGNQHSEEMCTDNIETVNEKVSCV
# PDI inh = blocks human protein disulfide isomerase activity; P07237; PDI insulin aggregation turbidity, A650, 90 min; inhibition, % at 10 µM; 0.052% of 350,000 active;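 active = mean inhibition across replicates of 30% or more, whatever share of single replicates reach that level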;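 also: absorbance from insulin aggregation driven by PDI reduction with DTT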
# Target sequence (P07237 whole entry, looked up): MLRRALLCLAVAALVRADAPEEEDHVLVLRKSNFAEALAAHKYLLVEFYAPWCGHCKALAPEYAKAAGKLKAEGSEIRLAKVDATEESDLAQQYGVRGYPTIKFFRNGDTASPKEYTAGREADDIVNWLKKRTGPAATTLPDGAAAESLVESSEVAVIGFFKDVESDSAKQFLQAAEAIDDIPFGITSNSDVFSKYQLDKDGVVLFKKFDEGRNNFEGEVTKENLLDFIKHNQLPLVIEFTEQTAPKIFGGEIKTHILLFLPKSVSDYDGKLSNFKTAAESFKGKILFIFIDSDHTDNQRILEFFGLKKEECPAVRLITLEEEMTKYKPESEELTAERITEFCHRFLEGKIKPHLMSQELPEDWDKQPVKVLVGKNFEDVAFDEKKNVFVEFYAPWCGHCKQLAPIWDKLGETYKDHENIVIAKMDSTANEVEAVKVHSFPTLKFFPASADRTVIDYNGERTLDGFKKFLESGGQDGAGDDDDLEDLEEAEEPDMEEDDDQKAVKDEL
# MC4R antagonist = blocks human MC4R cAMP signaling; P32245; 0.48% of 360,000 active; inhibition, % at 6.5 µM; MC4R-expressing cells, MTII-stimulated cAMP, LANCE TR-FRET;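 active = inhibition above its plate's cutoff, the mean of tested wells on that plate plus 3 SD, cut at about 29% in these data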;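 also: 0% = Melanotan II alone and 100% = Melanotan II plus saturating MCL0020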
#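 Test system: U2OS cells stably expressing human melanocortin 4 receptor (MC4R); also added: Melanotan II challenge; compound: 6.5 µM single dose; timing: 30-min compound preincubation, 1-h Melanotan II challenge, 1-h detection, room temperature; signal: Eu-cAMP/anti-cAMP TR-FRET, emission 671 nm; repeats: one well per compound, no replicates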
# Numbers without * were called inactive; i = inactive; x = no result given.
SMILES,Vif inh,CaV13 FRET inh,H9c2 protect,N-glyco inh,aDG glyco act,MC4R barr agon,ABCB6 inh MLPCN,m5-HT2A agonist,PDI inh,MC4R antagonist
O=C(Cn1cc([N+](=O)[O-])ccc1=O)Nc1ccc2c(c1)OCO2,7,-16,2,3,-0.2,-2.4,98,12,16,-2
CC(=O)NC(C)(c1ccccc1)c1nc(-c2ccc(N(C)C)cc2)cs1 (stereo not drawn),-5,-6,-4,-4,-0.2,-1.6,95,-7,1,3
CC1CCCCN1C(=O)c1ccc(OC2CCN(S(=O)(=O)N(C)C)CC2)cc1 (stereo not drawn),0,-4,-9,-4,1.3,-3.0,94,10,13,14
Cc1ccc2cc(CN(C(=O)c3ccco3)c3cccc(C)c3C)c(=O)[nH]c2c1,-14,-4,1,-2,0.0,-1.4,93,-2,6,-1
CC(C)OCCCN(C)C1CCN(S(=O)(=O)c2ccc(-c3ccc(=O)[nH]n3)s2)CC1,-3,-7,2,2,1.4,-2.2,107,-4,1,-7
O=C(O)c1ccc(NC(=O)c2ccc(COc3ccccc3)o2)cc1,-18,-4,3,2,-0.1,2.6,96,9,-2,29*
O=C(c1ccc2c3c(cccc13)CC2)C1CCCN(C(=O)c2cc[n+]([O-])cc2)C1 (stereo not drawn),-4,-19,1,2,-0.2,-2.6,96,-4,-5,7
O=C(c1ccc(Br)o1)N(c1ccc(Br)cc1)C1C=CS(=O)(=O)C1 (stereo not drawn),-1,-8,-2,3,0.3,4.0,98,2,6,-7
CC(=O)c1cccc(NC(=S)N2CCN(CCN3C(=O)c4cccc5cccc(c45)C3=O)CC2)c1,-15,-6,-5,-9,-0.1,0.2,98,4,-2,11
Cc1ccsc1CN(C)CC(=O)NCC(=O)Nc1ccc(F)c(F)c1F,-5,-5,3,-3,0.0,0.7,118,3,-3,0
COc1ccc(C(CC(=O)Nc2nccs2)C(C)C)cc1 (stereo not drawn),0,-19,-5,-4,-0.3,-1.7,95,8,10,8
CCOc1ccccc1NC(=O)C(CC(C)C)NC(=O)C1CCC(C)CC1 (stereo not drawn),0,-4,1,0,0.1,0.1,100,-5,1,6
Cc1ccc(CNC(=O)[C@H](Cc2ccccc2)NC(=O)C2CCNCC2)cc1,0,-3,-2,2,-0.2,-2.0,96,-3,-2,4
Cn1c(SCC(=O)O)nc2sc3c(c2c1=O)CCC3,-5,-6,6,2,0.0,-1.6,86,0,-17,-5
N#CC1=C(N)NC(SCC(=O)c2ccc(Br)cc2)=C(C#N)C12CCCCC2,-4,-20,-20,-2,0.8,7.6,93,-3,21,13
CCOC(=O)C1=C(CS(=O)(=O)c2ccc(F)cc2)NC(=O)NC1c1cc(OC)c(O)c(OC)c1 (stereo not drawn),-2,-4,-3,0,-0.1,-2.3,98,8,6,-1
Cc1nnc(SCC2=C(C(=O)O)N3C(=O)C(NC(=O)COc4ccc(F)cc4)C3SC2)s1 (stereo not drawn),-4,-7,4,4,-0.1,0.0,101,7,4,17
CC(=O)N[C@@H](Cc1c[nH]c2ccccc12)C(=O)NCCc1ccc(S(N)(=O)=O)cc1,-5,-17,11,2,0.1,-2.0,96,-2,15,5
O=C(CN1CCN(c2ccc(F)cc2)CC1)OCc1ccccc1,12,-4,-9,2,1.3,0.1,96,0,-2,3
CNC(=O)c1ccsc1NC(=O)CS(=O)(=O)c1ccc(Cl)cc1,-3,-14,0,1,-0.4,-1.7,99,-1,7,5
CC(=O)c1oc2ccccc2c1N,1,-9,-4,2,-0.3,0.7,94,1,2,-1
CCOC(=O)c1ccc(NC(=O)N2CCN(C3CCCCC3)CC2)cc1,4,x,-3,-2,0.1,1.2,98,4,-10,-1
O=C1c2ccccc2NC(c2ccc(O)cc2)N1Cc1ccco1 (stereo not drawn),6,-6,5,-1,0.1,0.4,101,4,-2,7
CC(C)C[C@@H](CO)N1CCN(Cc2ccc([N+](=O)[O-])cc2)CCC1=O,1,-6,5,-1,0.1,0.6,101,2,-2,7
CCCCNc1ccc2c3c(cccc13)C(=O)N(CCCC)C2=O,x,-12,-3,-4,2.0,3.4,i,0,2,14

# One compound at a time, as listed above. Screens in order: Vif inh, CaV13 FRET inh, H9c2 protect, N-glyco inh, aDG glyco act, MC4R barr agon, ABCB6 inh MLPCN, m5-HT2A agonist, PDI inh, MC4R antagonist
# Record of CCOc1ccccc1NC(=O)C(CC(C)C)NC(=O)C1CCC(C)CC1 (stereo not drawn) → 0, -4, 1, 0, 0.1, 0.1, 100, -5, 1, 6
# Record of CC(=O)c1cccc(NC(=S)N2CCN(CCN3C(=O)c4cccc5cccc(c45)C3=O)CC2)c1 → -15, -6, -5, -9, -0.1, 0.2, 98, 4, -2, 11
# Record of Cc1ccc(CNC(=O)[C@H](Cc2ccccc2)NC(=O)C2CCNCC2)cc1 → 0, -3, -2, 2, -0.2, -2.0, 96, -3, -2, 4
# Record of O=C1c2ccccc2NC(c2ccc(O)cc2)N1Cc1ccco1 (stereo not drawn) → 6, -6, 5, -1, 0.1, 0.4, 101, 4, -2, 7

# (listing goes on)
SMILES,Vif inh,CaV13 FRET inh,H9c2 protect,N-glyco inh,aDG glyco act,MC4R barr agon,ABCB6 inh MLPCN,m5-HT2A agonist,PDI inh,MC4R antagonist
CCn1c(/C=C/N(C(C)=O)c2ccccc2)[n+](CC)c2ccc(Cl)cc21,0,-5,-3,3,0.0,-0.6,108,-3,-10,11
CN1CC[n+]2c(CN3C(=O)c4ccccc4C3=O)csc21,14,x,-4,1,-0.1,1.4,89,5,9,4
Cc1ccc2[nH]c(=O)c3cc(C(=O)N(C)c4ccc(C)c(C)c4)sc3c2c1,-8,-7,5,3,0.1,-0.3,95,-2,7,2
O=C1CCCCN1CCCC(=O)N1CCCC(Nc2ccccc2)C1 (stereo not drawn),-1,-1,4,1,0.2,0.2,93,0,-1,7
c1ccc(-c2ccccc2OCCCN2CCCCC2)cc1,-1,-3,-4,2,0.2,2.5,92,-4,2,6
COc1ccccc1N1CCN(c2cc(C)nc3nc(C)nn23)CC1,2,-2,2,1,0.0,-2.3,100,-4,x,8
Cc1ccc(C(=O)c2cc([N+](=O)[O-])ccc2N2CCCCC2)cc1C,5,-4,-8,18,-0.3,-3.7,98,2,-6,-9
CC1=C(c2ccc(C)cc2)[N+](=O)C(C)(C)N1[O-],1,-5,3,2,-0.2,2.1,98,6,-3,11
Cc1ccc2c(COC(=O)c3ccc(NC(=O)CC#N)cc3)cc(=O)oc2c1C,9,-3,2,1,-0.2,1.7,90,-1,5,6
Cc1cc(C(=O)NNS(=O)(=O)c2cccc(Cl)c2)nn1C(C)(C)C,-5,4,-5,1,0.1,-0.5,97,-4,0,2
CCOc1ccc(Nc2nc3c(C)cccc3cc2C#N)cc1,82*,-29,1,1,0.4,7.2,113,-3,-7,12
Cc1cc(NS(=O)(=O)c2ccc(NC(=O)CCSc3ccc(F)cc3)cc2)nc(C)n1,1,-3,-1,-2,0.2,4.6,98,-6,2,17
CCCN=C1N(CC)C[C@@H]2[C@@H]3C(=O)N(C)C(=O)[C@@H]3[C@](C)(C(=O)OC)N12,-4,-5,-4,2,-0.1,1.6,102,6,5,-5
C=CCNC(=O)C1CCN(c2c([N+](=O)[O-])cc(C(F)(F)F)cc2[N+](=O)[O-])CC1,x,-1,-1,2,0.2,-1.3,104,4,-1,7
COCCn1c(SCC(=O)NC2CCCCC2)nnc1-c1ccncc1,10,-2,-2,-1,-0.2,0.1,95,13,-6,-4
O=C(NCc1ccco1)C(Cc1ccccc1)N1C(=O)C2C3C=CC(C3)C2C1=O (stereo not drawn),13,-5,13,0,0.1,0.0,100,7,-5,8
O=C(COC(=O)c1cccc(F)c1)Nc1cccc(S(=O)(=O)N2CCCCC2)c1,11,-10,-8,1,2.9,-0.3,103,1,-1,-1
N#C/C(=C\c1ccc(O)c(Br)c1)C(=O)N1CCCCC1,-4,-7,0,2,0.0,-2.5,99,-2,4,3
Cc1cccc(NC(=O)CSc2nc3c(c(=O)[nH]2)CCCC3)c1C,-5,-5,10,2,0.0,1.9,98,2,6,18
CC1CC(NC(=O)/C(C#N)=C/c2ccc[nH]2)CC(C)(C)C1 (stereo not drawn),8,2,-5,0,0.0,-0.4,103,0,-9,8
COc1ccc(Nc2nc(=O)[nH]nc2C)cc1,2,-8,5,2,-0.2,-0.2,106,-4,24,-2
Cc1nn(C)c2ncc(C(=O)c3ccccc3O)cc12,-7,-4,1,-4,-0.1,0.5,98,3,1,6
C[C@H](NC(=O)c1[nH]cnc1C(=O)Nc1nccs1)c1ccccc1,5,-6,42,1,-0.1,0.6,96,-9,-3,-6
COc1ccc(CCNC(=O)CC2SC(=NCCC(C)C)NC2=O)cc1OC (stereo not drawn),-12,-3,13,2,-0.4,-2.1,105,0,-5,1
CNC(=O)C(=O)NCC1OCCCN1S(=O)(=O)c1ccc2c(c1)OCCO2 (stereo not drawn),1,-10,9,1,-0.5,-1.0,99,2,-7,1

# New compounds follow.
SMILES,Vif inh,CaV13 FRET inh,H9c2 protect,N-glyco inh,aDG glyco act,MC4R barr agon,ABCB6 inh MLPCN,m5-HT2A agonist,PDI inh,MC4R antagonist
COc1cccc(C(=O)Nc2cc3c(cc2C(C)=O)OCCO3)c1,-1,-2,10,2,0.1,2.3,94,0,3,0
O=C(Nc1cc(Sc2nc3ccccc3s2)cc([N+](=O)[O-])c1)c1cccc(F)c1F,3,-5,-10,-5,-0.4,-1.3,95,2,1,6
Cc1ccc(S(=O)(=O)Nc2ccc(-n3cnnn3)cc2)cc1,1,x,-7,1,0.4,-0.8,102,-4,7,7
C=CCN(CC=C)C(=S)NC(=O)/C=C/c1ccc(OC)cc1,0,-5,5,-2,-0.2,-0.4,102,1,8,1
CC1CCCC(NC(=O)CN(C)CC(=O)Nc2ccc(F)cc2)C1C (stereo not drawn),10,-3,2,3,0.1,1.6,101,-1,-3,8
Cc1cccc(NC(=S)NCCN2CCOCC2)c1C,-1,-5,23,1,0.0,0.0,84,0,7,7
O=C(c1nnc(-c2ccccc2)o1)C1CC1,1,-5,0,1,-0.1,-3.2,99,-2,4,9
CCN(CC)c1ccc(/C=N/NC(=S)NCc2ccccc2)cc1,-2,-5,-21,-4,0.2,3.3,90,-10,-3,16
Cc1ccc(C(=O)N/C(=C\c2ccc(C(C)C)cc2)C(=O)NCCCN2CCOCC2)cc1,-4,-3,18,-4,-0.3,-1.1,97,-6,-1,-2
O=C(CSc1n[nH]c(=O)[nH]c1=O)N/N=C/c1ccccc1,14,-6,6,1,-0.1,-2.5,98,1,-2,15
COc1ccc(CCC(=O)OCC(=O)N(CC(C)C)c2c(N)n(Cc3ccccc3)c(=O)[nH]c2=O)cc1,0,-6,5,-3,0.0,-1.4,92,-4,-11,1
CC(C)NC(=O)c1cnn2c1NC(c1cccs1)CC2C(F)(F)F (stereo not drawn),6,-5,6,3,0.7,-2.0,97,0,-13,4
CC1CN(CCCCOc2ccc(C(C)C)cc2)CC(C)O1 (stereo not drawn),2,-8,-4,0,0.2,4.4,98,-2,0,1
CC(=O)Nc1ccc2nsnc2c1,1,-4,-3,0,0.0,1.2,101,1,1,16
COCCn1c(C)cc(C(=O)COC(=O)c2ccc3c(c2)NC(=O)CS3)c1C,3,-2,2,-4,-0.3,-0.7,95,-4,0,13

# Screens as filed in PubChem BioAssay.
